Assay outcomes: PubChem BioAssay, several laboratories
M4 antag: human M4 muscarinic receptor antagonists, primary screen, CHO cells, Fluo-8 calcium fluorescence. CHO-hM4 cells, ACh EC80. hit rate 0.73% among 360,000. inhibition, % at 3 µM;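 active = inhibition above its plate's cutoff, the mean inhibition of sample wells plus 3 SD, cut at about 27% in these data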;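 also: 0% = acetylcholine EC80 with DMSO and 100% = DMSO without agonist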
CHRM5 agonist: human M5 muscarinic receptor agonists, primary screen, CHO-K1 cells, Fluo-8 calcium fluorescence. Muscarinic acetylcholine receptor M5 (Homo sapiens), P08912. CHO-K1 hM5 cells; 0% DMSO wells, 100% maximal acetylcholine response. activation, % at 3 µM. hit rate 0.19% among 360,000. AID 624037, 2012;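 active = activation above the run's mean over test compounds plus 3 SD, cut at about 23% in these data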;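 also: signal is peak over basal fluorescence ratio across the kinetic read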
Target sequence (P08912 whole entry, looked up): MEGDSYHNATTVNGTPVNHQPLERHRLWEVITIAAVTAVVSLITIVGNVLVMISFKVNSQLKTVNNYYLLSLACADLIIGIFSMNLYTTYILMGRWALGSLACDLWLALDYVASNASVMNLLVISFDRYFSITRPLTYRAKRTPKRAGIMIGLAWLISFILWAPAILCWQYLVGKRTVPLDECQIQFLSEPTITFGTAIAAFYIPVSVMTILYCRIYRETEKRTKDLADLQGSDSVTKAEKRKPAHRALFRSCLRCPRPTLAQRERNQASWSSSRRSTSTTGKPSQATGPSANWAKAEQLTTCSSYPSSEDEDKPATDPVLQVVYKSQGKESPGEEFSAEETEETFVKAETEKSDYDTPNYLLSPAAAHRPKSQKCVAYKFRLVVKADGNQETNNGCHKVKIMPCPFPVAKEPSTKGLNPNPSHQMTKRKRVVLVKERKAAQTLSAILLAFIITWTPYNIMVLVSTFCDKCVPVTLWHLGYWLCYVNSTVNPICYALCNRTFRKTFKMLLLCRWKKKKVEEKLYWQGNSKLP
CHRM5 PAM: human M5 muscarinic receptor positive allosteric modulators, primary screen, CHO-K1 cells, Fluo-8 calcium fluorescence; CHO-K1 hM5, ACh EC20 PAM; 0% = ACh EC20, 100% = ACh EC100; hit rate 0.3% among 360,000; Muscarinic acetylcholine receptor M5 (Homo sapiens), P08912; AID 624038, 2012; activation, % at 3 µM;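 active = activation above the run cutoff, the mean activation of all test compounds plus 3 SD, cut at about 18% in these data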
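System: CHO-K1 hM5 cells. Reagent: acetylcholine, EC20 level. Compound dosing: single dose, 3 µM nominal final test concentration. Timing: Post-acetylcholine fluorescence recording 140 s. Detection: Fluo-8 calcium fluorescence. Read-out: % activation, ACh-normalized. Benchmarks: ACh EC20 and EC100 wells. Repeats: singlicate, one well per test compound.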
CHRM5 antagonist: human M5 muscarinic receptor antagonists, primary screen, CHO cells, Fluo-8 calcium fluorescence; CHO-hM5 cells, ACh EC80; inhibition, % at 3 µM; hit rate 0.59% among 360,000; Muscarinic acetylcholine receptor M5 (Homo sapiens), P08912;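 active = inhibition above a per-plate cutoff, the mean of that plate's test compounds plus 3 SD, cut at about 27% in these data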;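 also: 0% = acetylcholine EC80 with DMSO and 100% = DMSO without agonist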
CRFBP-R2 block: antagonists of CRF-BP/CRF-R2 complex, primary screen, cell-based, HEK293, calcium dye fluorescence, uHTS | hit rate 0.59% among 350,000 | CRF-induced calcium fluorescence | inhibition, % at 11.8 µM | AID 588475, 2011;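 active = inhibition of the ligand-induced calcium signal above about 50% at the single tested concentration, limit read from the data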
CRFR2-BP ag: agonists of CRF-BP/CRF-R2 complex, primary screen, cell-based, HEK293, calcium dye fluorescence, uHTS; activation, % at 13.2 µM; CRF-binding protein / CRF receptor 2 complex (human); calcium dye fluorescence (FLIPR); percent of saturating CRF peptide response; hit rate 0.46% among 350,000; AID 588473, 2011;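 active = activation of at least 50%, plus an integration ratio under a set limit after plate pattern correction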;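 also: plate controls were neutral control wells without compound for no effect and CRF at EC100 for full effect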
CHRM1 PAM: human M1 muscarinic receptor positive allosteric modulators, primary screen, CHO-K1 cells, Fluo-8 calcium fluorescence, 1536-well; activation, % at 3 µM; Muscarinic acetylcholine receptor M1 (Homo sapiens), P11229; CHO-K1 hM1, ACh EC20; 0% = ACh EC20, 100% = maximal ACh; hit rate 0.088% among 360,000; AID 588819, 2011; in the data active = activation above about 19%, passing the limit was not always enough
Target sequence (P11229 whole entry, looked up): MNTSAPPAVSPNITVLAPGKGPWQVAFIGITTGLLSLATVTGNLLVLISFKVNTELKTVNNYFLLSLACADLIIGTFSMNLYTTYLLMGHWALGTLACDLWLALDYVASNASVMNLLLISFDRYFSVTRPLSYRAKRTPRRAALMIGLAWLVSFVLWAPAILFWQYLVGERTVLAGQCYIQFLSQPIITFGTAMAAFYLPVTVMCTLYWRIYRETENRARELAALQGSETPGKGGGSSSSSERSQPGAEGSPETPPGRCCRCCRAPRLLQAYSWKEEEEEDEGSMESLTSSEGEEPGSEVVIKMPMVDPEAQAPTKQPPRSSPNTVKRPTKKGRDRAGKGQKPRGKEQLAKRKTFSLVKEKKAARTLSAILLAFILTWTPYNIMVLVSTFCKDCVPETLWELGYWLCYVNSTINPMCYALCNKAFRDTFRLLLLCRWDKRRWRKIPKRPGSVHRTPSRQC
M4 PAM: human M4 muscarinic receptor positive allosteric modulators, primary screen, CHO-K1 cells, Fluo-8 calcium fluorescence; Muscarinic acetylcholine receptor M4 (Homo sapiens), P08173; CHO-K1 hM4/Gqi5, ACh EC20; 0% = ACh EC20, 100% = maximal ACh; activation, % at 3 µM; hit rate 0.4% among 360,000;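 active = activation above its plate's cutoff, the mean activation of sample wells plus 3 SD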; also: some results filed as inactive read as strong as hits
CHRM4 agonist: human M4 muscarinic receptor agonists, primary screen, CHO-K1 cells, Fluo-8 calcium fluorescence | activation, % at 3 µM | Muscarinic acetylcholine receptor M4 (Homo sapiens), P08173 | hit rate 0.14% among 360,000 | CHO-K1 hM4/Gqi5; vehicle 0%, full acetylcholine response 100%;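 active = activation above the run mean over all test wells plus 3 SD, cut at about 32% in these data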;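 also: peak over basal fluorescence ratio per well then scaled between controls; 0% = DMSO wells and 100% = acetylcholine at EC100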
Starred values were filed as active, the others as inactive; . = not tested or not shown.

A first look (2 entries):
SMILES	M4 antag	CHRM5 agonist	CHRM5 PAM	CHRM5 antagonist	CRFBP-R2 block	CRFR2-BP ag	CHRM1 PAM	M4 PAM	CHRM4 agonist
O=C(CSc1nnc(-c2cccnc2)n1-c1ccc(F)cc1)NCc1ccc2c(c1)OCO2	6	-8	-6	-8	-4	0.5	-1	1	1
O=C(COC(=O)C1CC1)Nc1ccc(N=Nc2ccccc2)cc1	4	9	-11	-1	-56	3.8	-1	-5	12

The list itself, from the start:
SMILES	M4 antag	CHRM5 agonist	CHRM5 PAM	CHRM5 antagonist	CRFBP-R2 block	CRFR2-BP ag	CHRM1 PAM	M4 PAM	CHRM4 agonist
O=C(CSc1nnc(-c2cccnc2)n1-c1ccc(F)cc1)NCc1ccc2c(c1)OCO2	6	-8	-6	-8	-4	0.5	-1	1	1
O=C(COC(=O)C1CC1)Nc1ccc(N=Nc2ccccc2)cc1	4	9	-11	-1	-56	3.8	-1	-5	12
NC(=O)c1ccsc1NC(=O)c1cccs1	-15	-1	-9	6	9	1.0	-2	4	1
O=C(Cn1cc([N+](=O)[O-])cn1)N1CCCc2ccccc21	3	4	2	7	-3	0.7	1	-5	0
CCOC(=O)c1sc(-c2ccc(F)cc2)cc1NC(=O)Nc1ccccc1OC	-5	-2	8	-5	-93	89*	11	9	0
COC(=O)CN1C(=O)C(O)(CC(=O)c2ccc(Br)cc2)c2ccccc21 (stereo not given)	-1	4	-4	0	-2	-0.6	11	4	3
CCc1nn(CC(=O)NCCC(C)C)c(=O)c2cc3c(OC)cccc3n12	9	-1	-4	14	6	-2.0	7	-3	1
O=C(C1CCN(S(=O)(=O)c2cnc[nH]2)CC1)N(CCc1ccccc1)Cc1ccccc1	-7	15	17	0	9	3.4	5	-1	0
COCCNC(=O)C1CC2Cn3c(nc4ccccc43)C2N1C (stereo not given)	-7	-1	4	7	0	-2.8	7	2	1
CCOC(=O)Cn1c(=O)c(-c2cc(Br)ccc2N)nc2ccccc21	6	5	13	-12	-24	11	20	10	1
C[C@@H]1CN([C@H](C)CO)C(=O)c2cc(Br)cnc2O[C@@H]1CN(C)C(=O)NC1CCCC1	-9	1	-1	8	1	-2.3	6	2	0
COc1ccc(/C=N/N2C(=O)CSC2=S)cc1	6	2	6	-8	-23	0.1	6	0	0

Profiles, looked up by structure. Order of screens: M4 antag, CHRM5 agonist, CHRM5 PAM, CHRM5 antagonist, CRFBP-R2 block, CRFR2-BP ag, CHRM1 PAM, M4 PAM, CHRM4 agonist
`COC(=O)CN1C(=O)C(O)(CC(=O)c2ccc(Br)cc2)c2ccccc21` (stereo not given) is listed as -1, 4, -4, 0, -2, -0.6, 11, 4, 3
`NC(=O)c1ccsc1NC(=O)c1cccs1` is listed as -15, -1, -9, 6, 9, 1.0, -2, 4, 1

(listing goes on)
SMILES	M4 antag	CHRM5 agonist	CHRM5 PAM	CHRM5 antagonist	CRFBP-R2 block	CRFR2-BP ag	CHRM1 PAM	M4 PAM	CHRM4 agonist
CCOC(=O)c1cc2c(=O)n3ccccc3nc2n(C(C)C)c1=NC(=O)c1ccncc1	7	-1	8	3	15	-1.5	3	5	0
CC(=O)c1ccc(NC(=S)N2CCCC2)cc1	3	-1	0	2	8	-0.1	3	-1	1
CCOc1ccccc1Nc1nnc(SCC(=O)N2CCCC2)s1	8	1	1	-1	3	-0.6	5	-5	0
Cc1noc(/C=C/N(C)C)c1S(=O)(=O)N1CCCC(C(=O)NC(C)c2ccccc2)C1 (stereo not given)	3	-1	5	0	-10	-0.1	3	-7	1
COc1ccc(-c2nc(SCC(=O)NCc3ccco3)c(-c3ccccc3)[nH]2)cc1OC	0	-5	-8	2	10	1.3	8	-6	6
Fc1ccc(NCc2nnc(SCc3ccccc3)o2)cc1	0	-5	1	4	11	-0.7	2	5	-1
CC(C)C1C(C#N)=C(N)Oc2n[nH]c(-c3cccs3)c21 (stereo not given)	5	2	-9	2	-21	-0.3	2	-8	2
COc1ccc(S(=O)(=O)NNC(=O)c2csc(-n3nc(C)cc3C(F)(F)F)n2)cc1OC	0	-14	-5	2	10	0.0	-4	0	0
Cc1cc(=O)[nH]c(SCC(=O)N2CCN(S(=O)(=O)c3ccccc3)C2)n1	4	-1	-1	-8	5	-2.3	6	4	0
Cc1ccc(-c2nc3ccc(C)cn3c2Cc2ccccn2)cc1	-2	2	-2	3	.	.	.	14	3
Cc1cc(C)nc(NC(=O)c2c(-c3ccccc3Cl)noc2C)c1	0	-3	-1	4	12	-0.8	5	2	-2
CCCCCC(=O)NC(CC(=O)OC)c1ccc2c(c1)OCO2 (stereo not given)	2	-2	-1	9	0	-0.2	3	-1	0
CCc1nn(CC(=O)N2CCN(CC)CC2)c(=O)c2cccn12	3	1	-5	1	-5	0.3	1	-5	0
O=C(NC12CC3CC(CC(C3)C1)C2)c1cccc(OC(F)F)c1	-16	-2	-1	4	-29	-0.7	11	-1	-2
COc1ccc(NC(=O)C2CCCN(S(=O)(=O)c3ccc4c(c3)oc(=O)n4C)C2)cc1OC (stereo not given)	11	2	0	1	5	-1.2	8	-8	1
COC(=O)Nc1ccc(S(=O)(=O)N2CCCC(C(=O)NC3CCCCC3)C2)cc1 (stereo not given)	-2	3	1	9	5	-1.3	11	2	2
CCN1CCN(CC(O)COC(c2ccccc2)c2ccccc2)CC1 (stereo not given)	-11	-1	0	-2	6	-1.8	4	4	1
Cc1ccc(N(C)C(=O)C2CCCN2S(=O)(=O)c2ccc3c(c2)n(C)c(=O)c(=O)n3C)cc1 (stereo not given)	7	-16	-1	9	8	2.0	7	2	0
Cc1ccc(C(=O)NC(=S)Nc2ccc(N3CCOCC3)cc2)c(C)c1	3	1	-7	9	-4	1.4	10	-1	2
O=C(CSc1nnc(SCc2ccc(Cl)cc2)s1)N1CCOCC1	10	1	1	-2	6	-0.6	4	4	1
Cc1ccc(C)c2[nH]c(=O)c(CCNC(=O)c3ccc(Br)o3)cc12	3	7	-2	2	-6	-0.5	-3	-5	11
CCN1CCCC1CNC(=O)c1cc(COc2ccc(C)c(C)c2)on1 (stereo not given)	-6	-8	2	5	-7	0.2	7	-2	2
O=C(NCC1CCCO1)c1ccc[nH]1 (stereo not given)	8	-1	-3	11	-10	-0.2	8	-1	0
COc1ccc(CCNC(=O)/C=C/c2cc(OC)c(OC)c(OC)c2)cc1OC	-13	1	-15	1	-2	-1.3	-15	-7	9
COc1ccc(C)cc1S(=O)(=O)N(C)CC(N)=O	-10	-3	-9	-2	27	-3.2	-3	2	1
COc1ccc(CNC(=O)CN(C(=O)c2csnn2)c2cccc(F)c2)cc1	2	-1	6	4	6	-1.1	15	5	0
O=C(/C=C/c1cccc([N+](=O)[O-])c1)NC1CC2CCC1C2 (stereo not given)	-1	-4	-1	2	3	-0.3	13	0	3
CCOc1ccc2nc(NC(=O)/C=C/c3ccc4c(c3)OCO4)sc2c1	1	-1	-8	5	12	-0.3	2	0	0
C/C(=N\NC(=O)CSc1nc2ccccc2c(=O)n1-c1ccccc1C)c1cccs1	0	-2	2	2	-1	1.4	7	-2	0
CCCS(=O)(=O)NC(=O)C1(C)CCCN(C(=O)c2ccc(C#N)cc2)C1 (stereo not given)	-6	0	-1	-3	.	.	-1	0	1
O=C(CSc1nnc(SCc2cccc3ccccc23)s1)Nc1ccc(C(=O)O)cc1	7	0	2	7	15	-1.6	2	-5	2
CCOC(=O)C1CCCN(S(=O)(=O)c2c(C)[nH]c(C)c2C(=O)N2CCCC2)C1 (stereo not given)	3	-3	-8	10	-2	0.1	4	3	1
COC(=O)c1sccc1NC(=O)Nc1cccc([N+](=O)[O-])c1	-9	-2	-2	1	-7	-1.7	7	-2	3
CCOc1ccc(OCc2ccc(C(=O)N3N=C(C(F)F)CC3(O)C(F)F)o2)cc1 (stereo not given)	-2	-6	-6	-3	19	1.8	-6	3	0
CCS(=O)(=O)Nc1ccc2c(c1)OCO2	-7	3	10	-19	5	0.6	0	6	1
Nc1cccc(C(=O)Nc2ccco2)c1	8	0	-1	-2	0	-1.1	3	-6	0
COc1ccc2c(c1)C(=O)N(c1ccccc1)C(=O)C2	-16	-1	1	-2	8	8.2	10	12	1
O=C(COc1ccc(S(=O)(=O)N2CCOCC2)cc1)NCCc1ccc(Cl)cc1	-6	1	1	2	6	-4.8	0	-3	6
O=C(CSc1ccc(-c2ccncc2)nn1)N1CCCC1	-6	3	-11	6	-13	0.6	-3	-12	15
CCOc1ccccc1/C=N/NC(=O)CNC(=O)COc1ccccc1	-15	-5	-5	7	-4	-4.8	3	12	3
O=C(COC(=O)c1cccnc1Cl)Nc1ccc(S(=O)(=O)N2CCOCC2)cc1	0	4	1	13	-9	1.3	1	0	2
CC(=O)C[C@@H](O)CC(=O)[C@@H]1OC(=O)[C@@H](C)C/C=C\Cc2ccccc21	-12	1	-1	-7	2	-0.4	11	4	0
CC(=O)Nc1ccc(Nc2nc(C(F)(F)F)nc3c2nnn3Cc2ccccc2Cl)cc1	-4	1	7	1	-15	-0.4	10	-4	1
Oc1c(CN2CCOCC2)ccc(CN2CCOCC2)c1O	-3	1	4	3	-14	1.4	5	11	3
Cc1nn(CCOc2ccccc2)c(=O)n1-c1ccc(Cl)cc1	5	-4	1	12	2	1.0	-1	-4	0
O=C(Cn1c(C(=O)OCCO)cc2ccccc21)c1ccccc1	-11	-5	-2	10	12	3.5	4	-2	5
CC1Oc2ccccc2C=C1/C=N/Nc1ccc(C(=O)O)cc1 (stereo not given)	8	7	3	9	24	-7.6	12	9	3
COc1ccc(-n2c(=S)[nH]c(=O)c3cccnc32)cc1	10	7	-16	7	-2	-0.9	-5	-27	16
Cc1nn(-c2ccccc2)c(N2CCCC2)c1/C=C1\N=C(c2ccc(F)cc2)OC1=O	-3	-2	-7	15	-38	18	7	8	0
CCCCN1CC[C@H]2C=CC[C@@H](C(=O)Nc3nccs3)[C@H]2C1=O	6	3	2	3	6	-1.7	7	-3	0
CCCN(C)C1CN(Cc2cn(CCCOC)nn2)S(=O)(=O)C1 (stereo not given)	7	0	1	-1	.	.	.	4	1
CC(C)(C)NC(=O)C(c1ccccc1)n1c(=O)c(-c2cc3ccccc3[nH]2)nc2ccccc21 (stereo not given)	7	2	0	-4	.	.	.	13	3
N#CCCN(C(=O)COC(=O)c1ccc(S(=O)(=O)Nc2ccccc2)cc1)c1ccccc1	-4	2	-6	6	-10	0.5	1	-7	8
COCCNC(=O)CN(C(=O)CCC(=O)Nc1ccccn1)c1ccc(C)c(C)c1	-11	-2	2	-2	3	0.0	2	-3	0
Cc1cccc2nc(CSc3nc4ccccc4o3)cn12	-5	-4	4	-14	1	-2.1	11	-2	1
O=S(=O)(NC1CC1)c1ccc(S(=O)(=O)N2CCc3ccccc32)cc1	11	0	-8	15	-13	-1.0	-13	-32	8
Cc1nc(SCC(=O)NC2CCS(=O)(=O)C2)c2c3c(sc2n1)CCC3 (stereo not given)	5	0	3	14	-9	0.5	8	2	0
CC(C)NC(=O)CSc1nc2ccccc2n1-c1ccccc1	-10	-2	-4	-2	-27	-9.9	3	2	1
